Rtt109 HAT inh: inhibitors of Candida albicans Rtt109/Vps75 histone acetyltransferase; Q5AAJ8; purified Rtt109/Vps75, ThioGlo CoA-SH fluorescence, 4 h; inhibition, % at 34.9 µM; 0.16% of 330,000 active;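 active = inhibition of at least 50% in every replicate; inconclusive = best replicate reaches 50% inhibition but some replicates fall short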
Target sequence (Q5AAJ8 whole entry, looked up): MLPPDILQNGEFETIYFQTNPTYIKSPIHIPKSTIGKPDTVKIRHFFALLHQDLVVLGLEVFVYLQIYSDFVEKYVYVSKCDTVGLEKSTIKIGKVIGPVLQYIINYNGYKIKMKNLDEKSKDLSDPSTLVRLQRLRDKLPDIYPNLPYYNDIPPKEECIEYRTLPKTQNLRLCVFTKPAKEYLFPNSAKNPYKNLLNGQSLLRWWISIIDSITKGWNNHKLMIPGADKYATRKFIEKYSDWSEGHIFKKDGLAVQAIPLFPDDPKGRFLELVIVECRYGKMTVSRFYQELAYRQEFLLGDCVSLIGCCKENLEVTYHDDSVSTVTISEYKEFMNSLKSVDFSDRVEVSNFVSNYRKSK
SR-BI uptake up: activators of SR-BI mediated HDL lipid uptake; AID 504775; CHO ldlA[mSR-BI] cells, DiI-HDL uptake fluorescence, 3 h; 100 = double the neutral-control signal; activation, % at 12.5 µM; 0.096% of 320,000 active;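 active = mean replicate activation of at least 60% and every replicate at or above 60%; inconclusive = mean or all-replicate condition met, but not both; inactive = mean below 60% and not all replicates reaching 60%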;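 also: 0% = median plate neutral-control signal and 100% = twice that signal; values of inactives mirror those of a sister screen read the other way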
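System: LDL receptor-deficient CHO ldlA cells overexpressing murine SR-BI | Timing: 3 h uptake period with compound, 37 °C | Medium: HEPES-buffered (25 mM, pH 7.4) F12 plus 0.5% BSA | Dosing: Single-point compound dose | Signal: Bottom-read fluorescence, 550/595 nm | Read-out: Retained DiI signal reflecting DiI-HDL uptake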
PvdQ inh: blocks Pseudomonas aeruginosa PvdQ acylase activity; AID 488965; inhibition, % at 10 µM; purified PvdQ acylase, fluorescence plate reader; 0.063% of 340,000 active; in the data active = inhibition above about 30%, passing the limit was not always enough; inconclusive = no clear call, values can overlap the other calls;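 also: 0% = vehicle neutral wells and 100% = reference inhibitor wells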
MITF TRPM1 HTS: MITF TRPM1 promoter activation in melanoma cells | AID 588334 | activation, % at 12.5 µM | SK-MEL-5 TRPM1-promoter luciferase, 24 h; % of positive control, neutral wells = 0 | 0.75% of 300,000 active;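 active = mean activation of at least 80% with every replicate also reaching 80%; inconclusive = mean reaches 80% but some replicate falls short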;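 also: 0% = neutral control wells and 100% = parthenolide positive control wells; values of inactives mirror those of a sister screen read the other way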
CDK5 inh: blocks human CDK5/p35 kinase activity; Q00535+Q15078; Recombinant CDK5/p35, ADP-Glo luminescence, 60 min; inhibition, % at 10 µM; 0.01% of 330,000 active; AID 488839;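 active = highest replicate inhibition of at least 50% and at least 75% of replicates reaching 50%; inconclusive = only one of the two criteria met; inactive = both criteria failed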;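 also: plate controls were DMSO neutral control for no effect and GW8510 at 10 µM for full effect; many of its hits are not listed in these tables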
HTR5A ag: HTR5A agonism, opioid heterodimer counter-screen | P47898 | HTR5A agonist assay, luminescence, cell-based | activation, % at 9.3 µM | 0.61% of 340,000 active | AID 504692; in the data active = activation mostly above about 9.5%, no sharp cut-off; inactive = mostly below about 7.6%;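 also: 0% = cells with vehicle only and 100% = reference agonist; strong numbers were not always called active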
Target sequence (P47898 whole entry, looked up): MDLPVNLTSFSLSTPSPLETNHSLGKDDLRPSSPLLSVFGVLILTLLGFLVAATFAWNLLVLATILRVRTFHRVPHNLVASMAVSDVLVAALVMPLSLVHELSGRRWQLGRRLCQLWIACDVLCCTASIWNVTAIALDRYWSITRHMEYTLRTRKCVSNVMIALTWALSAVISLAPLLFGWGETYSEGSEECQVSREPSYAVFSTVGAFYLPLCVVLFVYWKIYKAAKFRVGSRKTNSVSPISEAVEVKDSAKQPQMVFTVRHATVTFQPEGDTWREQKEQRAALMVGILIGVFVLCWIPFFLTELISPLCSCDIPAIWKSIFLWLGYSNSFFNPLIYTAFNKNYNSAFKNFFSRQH
dFosB activator: enhances mouse delta FosB homodimer DNA binding | P13346 | activation, % at 25 µM | purified delta FosB, TAMRA-CDK5 oligo fluorescence polarization; percent of positive-control signal above neutral wells | 0.99% of 340,000 active;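 active = mean activation above about 17%, with every replicate also reaching it, limit read from the data, passing the limit was not always enough; inconclusive = only one of the two conditions met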;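 also: fluorescence polarization rise as delta FosB binds a TAMRA Cdk5 AP-1 oligo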
Target sequence (P13346 whole entry, looked up): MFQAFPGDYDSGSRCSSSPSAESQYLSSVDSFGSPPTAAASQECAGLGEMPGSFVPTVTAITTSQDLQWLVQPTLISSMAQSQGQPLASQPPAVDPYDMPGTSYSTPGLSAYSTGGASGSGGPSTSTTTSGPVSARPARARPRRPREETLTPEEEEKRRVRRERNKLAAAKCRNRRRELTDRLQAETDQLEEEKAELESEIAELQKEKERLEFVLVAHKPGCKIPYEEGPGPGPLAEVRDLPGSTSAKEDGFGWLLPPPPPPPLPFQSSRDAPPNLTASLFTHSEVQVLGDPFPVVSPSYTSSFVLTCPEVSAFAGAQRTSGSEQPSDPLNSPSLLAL
Wnt act: activates Wnt/beta-catenin signaling in a reporter cell assay; activator, plate reader; activation, % at 9.35 µM; 1.2% of 300,000 active; in the data active = activation above about 30%, passing the limit was not always enough; inconclusive = no clear call, values can overlap the other calls;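 also: 0% = neutral control wells and 100% = positive control wells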
SR-BI HDL uptake: inhibitors of mouse SR-BI mediated HDL lipid uptake | 0.96% of 320,000 active | ldlA[mSR-BI] CHO cells, DiI-HDL uptake fluorescence, 3 h | AID 488896 | Q61009 | inhibition, % at 12.5 µM;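 active = mean replicate inhibition of at least 70% and a set share of replicates each scoring 70 or more; inconclusive = meets just one of the two criteria; inactive = fails both criteria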;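 also: 0% = median of neutral control wells and 100% = median of positive control wells; values of inactives mirror those of a sister screen read the other way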
cardiac RTF act: cardiac RTF calcium sensitization; P19429+P45379; IANBD-labeled TnC RTF fluorescence at EC20 calcium; 0% EC20 calcium, 100% full calcium; activation, % at 7.2 µM; 0.24% of 340,000 active; AID 493008;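 active = activation above the mean over all tested compounds plus 3 SD, cut at about 30% in these data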;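 also: rise in fluorescence read as greater calcium sensitivity of cardiac thin filaments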
Active calls of the source: *.

For CC12CN3CC(C)(CN(C1)C3c1ccc(Cl)cc1Cl)C2O (stereo not given) the results were Rtt109 HAT inh -15, SR-BI uptake up 79*, PvdQ inh -8, CDK5 inh -1.0, HTR5A ag 0, dFosB activator 8, Wnt act 3, SR-BI HDL uptake -79 and cardiac RTF act -1.
For O=C(Nc1cccc(F)c1)c1ccc2c(c1)OCCO2 the results were Rtt109 HAT inh -9, SR-BI uptake up -7, PvdQ inh 1, MITF TRPM1 HTS 36, CDK5 inh -5.6, HTR5A ag 9, dFosB activator 1, Wnt act -1, SR-BI HDL uptake 7 and cardiac RTF act -5.
For Cc1ccc(/C=N/N=C2/NC(=O)CS2)o1 the results were Rtt109 HAT inh 5, SR-BI uptake up 5, PvdQ inh -9, MITF TRPM1 HTS 13, CDK5 inh -1.5, HTR5A ag 3, dFosB activator -5, Wnt act 1, SR-BI HDL uptake -5 and cardiac RTF act 2.
For COc1cccc(CC(=O)OCc2csc(CC(=O)Nc3ccccc3C)n2)c1 the results were Rtt109 HAT inh 2, SR-BI uptake up -3, PvdQ inh -3, MITF TRPM1 HTS -2, CDK5 inh 0.6, HTR5A ag -1, dFosB activator -8, Wnt act 4, SR-BI HDL uptake 3 and cardiac RTF act 0.
`CC(OC(=O)c1ccc(Cl)c(S(=O)(=O)Nc2ccc(F)cc2)c1)C(=O)NC(N)=O` (stereo not given) gave Rtt109 HAT inh 6, PvdQ inh -11, MITF TRPM1 HTS 13, CDK5 inh 1.4, HTR5A ag 3, dFosB activator -9, Wnt act 0 and cardiac RTF act -2.
`CCCCCCSc1cccc(-c2nc3ccc(C)cn3c2NC2CCCCC2)c1` gave Rtt109 HAT inh 25, SR-BI uptake up 4, PvdQ inh 4, MITF TRPM1 HTS 7, CDK5 inh -0.5, HTR5A ag 4, dFosB activator -6, Wnt act -8, SR-BI HDL uptake -4 and cardiac RTF act -2.
For COc1ccc(C2CC(C(F)(F)F)n3nc(C(=O)O)c(Cl)c3N2)cc1OC (stereo not given) the results were Rtt109 HAT inh -1, SR-BI uptake up 25, PvdQ inh 0, CDK5 inh 1.0, HTR5A ag 1, dFosB activator -3, SR-BI HDL uptake -25 and cardiac RTF act -1.
For CCOC(=O)c1sc(N)c(C#N)c1CSc1nc2ccc(OCC)cc2[nH]1 the results were Rtt109 HAT inh 27, SR-BI uptake up -45, PvdQ inh -4, CDK5 inh 0.2, HTR5A ag 1, dFosB activator 7, Wnt act 2, SR-BI HDL uptake 45 and cardiac RTF act -1.
`Cc1ccc(/C=N/n2c(-c3ccc(Cl)cc3)n[nH]c2=S)s1` gave Rtt109 HAT inh -6, SR-BI uptake up -2, PvdQ inh -4, MITF TRPM1 HTS 3, CDK5 inh -1.2, HTR5A ag -1, dFosB activator inconclusive, Wnt act -1, SR-BI HDL uptake 2 and cardiac RTF act 0.
Screening CC(C)CC(=O)N1CCN(Cc2ccc3c(c2)OCO3)CC1 returned SR-BI uptake up 7, PvdQ inh -7, MITF TRPM1 HTS -3, CDK5 inh -5.5, HTR5A ag -3, dFosB activator -1, SR-BI HDL uptake -7 and cardiac RTF act 10.
`Cc1cccc(C2(c3cccc(C)c3)CC2C(=O)Nc2ccc([N+](=O)[O-])cc2O)c1` (stereo not given) gave Rtt109 HAT inh 9, SR-BI uptake up -51, PvdQ inh -19, MITF TRPM1 HTS -65, CDK5 inh 1.8, HTR5A ag -1, dFosB activator 7, Wnt act -4, SR-BI HDL uptake 51 and cardiac RTF act -4.
Screening CC1S/C(=N\N=C\c2cccc([N+](=O)[O-])c2)N(C(C)(C)C)C1=O (stereo not given) returned Rtt109 HAT inh 10, SR-BI uptake up -13, PvdQ inh -3, MITF TRPM1 HTS -1, CDK5 inh 1.5, HTR5A ag -2, dFosB activator 8, Wnt act -8, SR-BI HDL uptake 13 and cardiac RTF act -3.
Screening COc1cc(NC(=O)Cc2cccs2)ccc1-n1cnnn1 returned Rtt109 HAT inh -9, SR-BI uptake up -1, PvdQ inh -15, MITF TRPM1 HTS 3, CDK5 inh 1.5, HTR5A ag 15, dFosB activator -8, Wnt act -2, SR-BI HDL uptake 1 and cardiac RTF act 1.
COc1cc(C)nc(Oc2ccc(OCCOc3ccc(C)cc3)nn2)n1 was read as Rtt109 HAT inh 0, SR-BI uptake up 14, PvdQ inh -16, MITF TRPM1 HTS -2, CDK5 inh -0.5, HTR5A ag 3, dFosB activator -3, SR-BI HDL uptake -14 and cardiac RTF act 6.
For O=C(OC(c1ccc(NS(=O)(=O)c2ccccc2)cc1)(C(F)(F)F)C(F)(F)F)c1ccccc1 the results were Rtt109 HAT inh 1, SR-BI uptake up 19, PvdQ inh -15, MITF TRPM1 HTS -7, CDK5 inh -6.9, HTR5A ag -5, dFosB activator -15, Wnt act -1, SR-BI HDL uptake -19 and cardiac RTF act 0.
`O=C(NCc1cccnc1)c1cc(Sc2cccc(Cl)c2)nc2ccccc12` gave Rtt109 HAT inh -3, SR-BI uptake up -37, PvdQ inh -6, MITF TRPM1 HTS -6, CDK5 inh -0.8, HTR5A ag 4, dFosB activator -12, Wnt act -4, SR-BI HDL uptake 37 and cardiac RTF act -5.
For CC(C)(C)c1cc(S(=O)(=O)CCc2ccncc2)cc(C(C)(C)C)c1F the results were Rtt109 HAT inh 2, SR-BI uptake up -14, PvdQ inh 4, MITF TRPM1 HTS 4, CDK5 inh -1.0, HTR5A ag 6, dFosB activator -10, Wnt act 0, SR-BI HDL uptake 14 and cardiac RTF act -3.
Cc1ccc(NC(=O)Cn2nnc(C(=O)NCc3ccc4c(c3)OCO4)c2N)cc1 was read as Rtt109 HAT inh 8, SR-BI uptake up -7, PvdQ inh 16, MITF TRPM1 HTS -1, CDK5 inh -0.7, HTR5A ag -5, dFosB activator -4, Wnt act -1, SR-BI HDL uptake 7 and cardiac RTF act -1.
Screening Cn1c(CN2CCCCC2)nc2cc(NS(=O)(=O)c3ccc(F)cc3)ccc21 returned Rtt109 HAT inh -4, SR-BI uptake up 12, PvdQ inh 3, MITF TRPM1 HTS 17, CDK5 inh -2.5, HTR5A ag -2, dFosB activator -4, Wnt act -2, SR-BI HDL uptake -12 and cardiac RTF act 8.
CC(=O)C(C)Oc1ccc2c3c(c(=O)oc2c1C)CCCC3 (stereo not given) was read as Rtt109 HAT inh 8, SR-BI uptake up -37, PvdQ inh 5, MITF TRPM1 HTS -10, CDK5 inh -0.9, HTR5A ag 0, dFosB activator -32, Wnt act -9, SR-BI HDL uptake 37 and cardiac RTF act 4.
Screening Cc1ccccc1C(=O)NC1CCCCCCC1 returned Rtt109 HAT inh -3, SR-BI uptake up 7, PvdQ inh -5, MITF TRPM1 HTS 61, CDK5 inh 0.1, HTR5A ag -4, dFosB activator 3, Wnt act 14, SR-BI HDL uptake -7 and cardiac RTF act -2.
`COc1cc2c(C(=O)NCc3ccccn3)cn(CC(C)C)c(=O)c2cc1OC` gave Rtt109 HAT inh -3, SR-BI uptake up -1, PvdQ inh -7, MITF TRPM1 HTS -4, CDK5 inh 1.3, HTR5A ag -7, dFosB activator -6, Wnt act -5, SR-BI HDL uptake 1 and cardiac RTF act -5.
Screening O=Cc1c(-c2ccccc2)cc2oc3ccccc3cc1-2 returned Rtt109 HAT inh -6, SR-BI uptake up -38, PvdQ inh -8, MITF TRPM1 HTS 56, CDK5 inh 0.1, HTR5A ag 2, dFosB activator -5, SR-BI HDL uptake 38 and cardiac RTF act 6.
Screening COc1ccc(NC(=O)CSc2nc(=O)n(CCN(C)C)c3c2CCCC3)cc1 returned SR-BI uptake up 6, PvdQ inh -9, MITF TRPM1 HTS 7, CDK5 inh 0.4, HTR5A ag -5, dFosB activator 0, Wnt act 1, SR-BI HDL uptake -6 and cardiac RTF act 6.
`N#Cc1cn(CC(=O)NCCc2c[nH]c3ccccc23)c2ccccc12` gave Rtt109 HAT inh -3, SR-BI uptake up -4, PvdQ inh 1, CDK5 inh 0.9, HTR5A ag 3, dFosB activator -2, SR-BI HDL uptake 4 and cardiac RTF act -1.
For O=C(O/N=C/C1=C(Cl)c2ccccc2CC1)c1ccc(F)cc1 the results were Rtt109 HAT inh -3, SR-BI uptake up -3, PvdQ inh -3, MITF TRPM1 HTS 8, CDK5 inh -0.5, HTR5A ag -5, dFosB activator -3, SR-BI HDL uptake 3 and cardiac RTF act -4.
`Clc1ccccc1-c1nc(N/N=C/c2cccnc2)c2ccccc2n1` gave Rtt109 HAT inh -9, SR-BI uptake up -23, PvdQ inh -5, MITF TRPM1 HTS 2, CDK5 inh 1.0, HTR5A ag -5, dFosB activator -19, SR-BI HDL uptake 23 and cardiac RTF act -1.
For Cc1cccnc1NC(=O)CN1C(=O)NC(C)(c2ccc3ccccc3c2)C1=O (stereo not given) the results were Rtt109 HAT inh 9, SR-BI uptake up 4, PvdQ inh -8, MITF TRPM1 HTS 2, CDK5 inh -0.6, HTR5A ag 0, dFosB activator -13, Wnt act -1, SR-BI HDL uptake -4 and cardiac RTF act 15.
For COC(=O)COc1ccc(S(=O)(=O)NC2CCCCCC2)cc1 the results were Rtt109 HAT inh -1, SR-BI uptake up -11, PvdQ inh 10, MITF TRPM1 HTS -8, CDK5 inh 0.7, HTR5A ag 8, dFosB activator -7, SR-BI HDL uptake 11 and cardiac RTF act 11.
`COc1ccccc1NS(=O)(=O)c1cc(C(=O)N2CCCC2)ccc1C` gave Rtt109 HAT inh -5, SR-BI uptake up -8, PvdQ inh -10, MITF TRPM1 HTS 6, CDK5 inh 0.3, HTR5A ag 4, dFosB activator -2, Wnt act 0, SR-BI HDL uptake 8 and cardiac RTF act 5.
COc1ccc(C)cc1NC(=O)CCS(=O)(=O)c1cc2c(cc1Cl)NC(=O)CO2 was read as Rtt109 HAT inh -5, SR-BI uptake up -20, PvdQ inh -11, MITF TRPM1 HTS -4, CDK5 inh 0.4, HTR5A ag 4, dFosB activator -6, Wnt act 1, SR-BI HDL uptake 20 and cardiac RTF act 4.
For Fc1ccc(CSc2nnc(-c3ccccn3)o2)cc1 the results were Rtt109 HAT inh -8, SR-BI uptake up 6, PvdQ inh -9, MITF TRPM1 HTS 59, CDK5 inh -0.1, HTR5A ag 2, dFosB activator -4, Wnt act 14, SR-BI HDL uptake -6 and cardiac RTF act -1.
For COc1ccc(Cc2nnc(NC(=O)Cn3cnc4c3c(=O)n(C)c(=O)n4C)s2)cc1OC the results were Rtt109 HAT inh 18, SR-BI uptake up 26, PvdQ inh 12, MITF TRPM1 HTS -1, CDK5 inh 2.0, dFosB activator -3, SR-BI HDL uptake -26 and cardiac RTF act 5.
`COc1ccc(CNC(=O)Nc2ccc(OC)cc2)cc1` gave Rtt109 HAT inh 5, SR-BI uptake up 18, PvdQ inh -8, MITF TRPM1 HTS -5, CDK5 inh -0.4, HTR5A ag -2, dFosB activator 10, SR-BI HDL uptake -18 and cardiac RTF act 5.

Screening results (PubChem)

Not a hit list; about 4.4% have a hit in one of these screens.
